# Source: PubChem BioAssay (several laboratories)
# ADAM17 inh – ADAM17 inhibitors, primary screen, biochemical, QFRET; AID 720648, 2013; recombinant ADAM17, EDANS/DABCYL FRET peptide cleavage; Disintegrin and metalloproteinase domain-containing protein 17 (Homo sapiens), P78536; inhibition, % at 6.95 µM; 370,000 compounds, 0.83% hits;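 active = inhibition above the mean of compounds lying between control limits plus 3 SD, set per campaign, cut at about 8.5% in these data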;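 note: 0% = DMSO-only wells as the low control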
# Target sequence (P78536 215-824 limits assumed): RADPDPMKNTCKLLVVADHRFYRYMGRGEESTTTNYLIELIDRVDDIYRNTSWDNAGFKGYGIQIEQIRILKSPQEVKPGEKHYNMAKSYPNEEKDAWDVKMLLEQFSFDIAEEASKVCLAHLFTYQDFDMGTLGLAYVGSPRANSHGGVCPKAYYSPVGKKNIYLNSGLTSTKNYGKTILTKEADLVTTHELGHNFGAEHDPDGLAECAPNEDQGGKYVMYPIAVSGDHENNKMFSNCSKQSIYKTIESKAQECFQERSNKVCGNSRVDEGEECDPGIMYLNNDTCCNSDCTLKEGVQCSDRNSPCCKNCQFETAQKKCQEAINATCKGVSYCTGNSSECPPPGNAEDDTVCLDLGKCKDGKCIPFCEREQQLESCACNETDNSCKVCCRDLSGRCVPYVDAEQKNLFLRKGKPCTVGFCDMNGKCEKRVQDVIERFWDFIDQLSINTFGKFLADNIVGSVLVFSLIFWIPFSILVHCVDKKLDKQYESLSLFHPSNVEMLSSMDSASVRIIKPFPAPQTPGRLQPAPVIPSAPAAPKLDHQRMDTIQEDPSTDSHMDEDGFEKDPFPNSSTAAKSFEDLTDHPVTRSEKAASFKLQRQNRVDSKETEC
# ssDAF12 agonist – S. stercoralis DAF-12 nuclear receptor activators, primary screen, cell-based, luminescence, HEK293, GRIP1 co-expression, lit1-tk-luc. HEK293 ssDAF-12/GRIP1 lit1-tk-luc reporter; % of 3 µM dafachronic acid response. activation, % at 6.8 µM. 370,000 compounds, 1% hits. AID 652126, 2013;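 active = activation above the mean over all tested compounds plus 3 SD, cut at about 0.9% in these data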;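 note: 0% = DMSO-only wells and 100% = 3 µM delta7-dafachronic acid wells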
# DAX1 inh-1 – DAX1 (NR0B1) inhibitors on StAR promoter, primary screen, cell-based, luminescence, SF-1 (NR5A1), full-length DAX-1; HEK293T StAR-luciferase reporter, SF-1/DAX-1 repression relief; inhibition, % at 6.8 µM; 370,000 compounds, 1.1% hits; AID 652010, 2013;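 active = inhibition above the mean over all tested compounds plus 3 SD, cut at about 3.6% in these data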;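 note: 0% = DAX-1 cells with DMSO and 100% = cells lacking DAX-1 with DMSO; higher inhibition means more luminescence from relief of DAX-1 repression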
# SMARCA2 activ – SMARCA2 (BRM) function activators, primary screen, cell-based, luminescence, high throughput | 370,000 compounds, 1% hits | MG213 cells, MMTV-luciferase reporter, dexamethasone, overnight | AID 652017, 2013 | activation, % at 9.1 µM; in the data active = activation above about 7.8%;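 note: 0% = vehicle wells and 100% = reference activator wells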
# DAX1 inh-2 – DAX1 (NR0B1) inhibitors, primary screen, cell-based, HEK293, Gal4-DAX1, luciferase luminescence. Nuclear receptor subfamily 0 group B member 1 (Homo sapiens), P51843. HEK293 Gal4-DAX1 luciferase reporter. inhibition, % at 6.75 µM. 340,000 compounds, 0.99% hits. AID 504766, 2011;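 active = inhibition above the mean over all tested compounds plus 3 SD, cut at about 4.2% in these data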;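 note: 0% = DAX1-transfected cells with DMSO and 100% = empty-vector control cells with DMSO; inhibition shows as a rise in luminescence from relieved DAX1 repression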
# PLCb3 inh – human PLC-beta3 inhibitors, primary screen, biochemical, fluorescence. inhibition, % at 12.2 µM. 370,000 compounds, 0.18% hits. AID 720704, 2013. Purified PLC-beta3, fluorogenic substrate. 1-phosphatidylinositol 4,5-bisphosphate phosphodiesterase beta-3 (Homo sapiens), Q01970; in the data active = inhibition above about 11%;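 note: 0% = median of compound wells on plate and 100% = full blocker control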
# MBD2 DNA inh – inhibitors of MBD2 binding to methylated DNA, primary screen, biochemical, TR-FRET, DNA-binding domain, human | 370,000 compounds, 0.31% hits | MBD2 binding to methylated oligonucleotide | inhibition, % at 4.4 µM | Methyl-CpG-binding domain protein 2 (Homo sapiens), Q9UBB5; in the data active = inhibition above about 13%
# Target sequence (Q9UBB5 whole entry, looked up, the tested form may be a part): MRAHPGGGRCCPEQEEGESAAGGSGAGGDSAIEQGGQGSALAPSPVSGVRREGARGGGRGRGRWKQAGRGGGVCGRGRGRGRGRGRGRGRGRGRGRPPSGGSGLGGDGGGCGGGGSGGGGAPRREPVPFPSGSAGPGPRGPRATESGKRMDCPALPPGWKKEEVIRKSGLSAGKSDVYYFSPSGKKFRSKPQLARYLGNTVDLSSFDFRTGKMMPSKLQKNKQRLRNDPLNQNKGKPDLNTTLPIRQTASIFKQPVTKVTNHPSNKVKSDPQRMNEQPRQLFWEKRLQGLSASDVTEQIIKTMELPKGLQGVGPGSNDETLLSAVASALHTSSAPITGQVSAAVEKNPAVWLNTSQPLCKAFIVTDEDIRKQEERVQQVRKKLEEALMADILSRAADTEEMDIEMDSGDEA
# NR1D1 modulator – modulators of Rev-erb alpha DNA binding, primary screen, biochemical, FITC-DNA, fluorescence polarization, uHTS; Nuclear receptor subfamily 1 group D member 1 (Homo sapiens), P20393; Rev-erbα–FITC-DNA binding, 90 min; activity, % at 10 µM; 370,000 compounds, 0.79% hits; AID 1259318, 2017;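 active = activity above about 14%, limit read from the data; passing the limit was not always enough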;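 note: 0% = DMSO wells with 35 nM protein and 100% = DMSO wells with 750 nM protein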
# hgDAF12 agonist – H. glycines DAF-12 receptor agonists, primary screen, cell-based, luminescence, HEK293, GAL4 fusion, UAS-luciferase | activation, % at 6.8 µM | HEK293 GAL4-hgDAF12 UAS-luciferase reporter, agonist luminescence; normalized to butyrate control | 370,000 compounds, 1.8% hits;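 active = activation above a cutoff set at the mean of all screened compounds plus 3 SD, cut at about 10% in these data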;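 note: 0% = DMSO wells and 100% = sodium butyrate wells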
# hcDAF12 agonist – H. contortus DAF-12 nuclear receptor activators, primary screen, cell-based, luminescence, HEK293, lit1-tk-luc reporter. HEK293 hcDAF-12 lit1-tk-luc reporter; 0% DMSO, 100% Δ7-dafachronic acid. activation, % at 6.8 µM. 370,000 compounds, 1.4% hits. AID 652067, 2013;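 active = activation above the mean of all tested compounds plus 3 SD, cut at about 5.5% in these data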;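 note: 100% = response to 3 µM Δ7-dafachronic acid high control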
# PLC-gamma1 inh – PLC-gamma1 enzyme inhibitors, primary screen, biochemical, fluorescence, purified enzyme; fluorogenic substrate; AID 720700, 2013; inhibition, % at 12.2 µM; 370,000 compounds, 0.84% hits; in the data active = inhibition above about 9.5%
# * hit, by the source's call; . = not tested or not shown.
Compound,SMARCA2 activ,hcDAF12 agonist,PLCb3 inh,MBD2 DNA inh,PLC-gamma1 inh,NR1D1 modulator,ADAM17 inh,ssDAF12 agonist,DAX1 inh-1,DAX1 inh-2,hgDAF12 agonist
CC1(C(=O)NC2CCCC2)CCN1C(=O)Cc1ccc(-c2ccccc2)cc1 (stereo unspecified),-8.2,-2.1,2.7,-0.3,8.9,-1.0,1.1,-1.7,-2.5,.,-2.5
COc1ccccc1OC(=O)CN1C(=O)c2ccccc2C1=O,0.5,-0.1,3.3,-3.1,0.7,1.7,-1.1,-1.1,-0.6,-0.2,2.4
CCCCNC(=O)CCCCCn1c(=O)[nH]c2cc(C(=O)OC)ccc2c1=O,-0.9,1.2,-58.5,1.9,-38.0,0.5,-15.5,-0.3,0.9,1.5,0.2
Cc1c(C(=O)Nc2ccc(Br)cc2)cnn1C,1.8,11.2*,1.3,2.8,6.0,-1.0,-0.7,2.3*,1.8,2.4,15.0*
Cc1cccc2c1OCC/C2=N\NC(=O)COc1ccccc1Cl,2.4,-0.4,-3.9,3.4,-5.7,-1.2,0.3,-0.7,1.5,-0.3,3.8
COCCNc1nc(SCc2ccccc2)nc2sc3c(c12)CCC3,-2.7,1.6,3.8,-1.2,2.2,1.0,-0.9,-1.6,0.6,-1.1,1.6
CCOC(=O)C1=C(CS(=O)(=O)c2ccccc2)NC(=O)NC1c1ccc(OC)c(OC)c1 (stereo unspecified),1.1,0.0,-7.9,4.6,1.3,1.5,-1.9,-1.3,0.4,-1.2,0.2
COc1ccc(CN2C(=O)c3cccnc3C2=O)cc1S(=O)(=O)NC1CCCCC1,2.8,-0.4,-0.8,2.8,3.7,2.8,3.2,-1.1,-1.4,0.6,4.1
COc1ccc(CCNC(=O)CCC2COc3ccccc3O2)cc1OC (stereo unspecified),-0.7,-0.1,-4.3,3.6,-1.2,3.6,-7.0,0.1,-1.0,-0.2,-0.2
CC1CC(=O)N(CC(=O)NCc2ccccc2)c2ccccc2S1(=O)=O (stereo unspecified),-4.1,3.2,-0.5,1.0,6.8,2.7,3.8,-0.8,0.2,-0.2,-1.9

# A few values from above:
# Reading of CC1CC(=O)N(CC(=O)NCc2ccccc2)c2ccccc2S1(=O)=O (stereo unspecified) in hgDAF12 agonist: -1.9
# Reading of CCOC(=O)C1=C(CS(=O)(=O)c2ccccc2)NC(=O)NC1c1ccc(OC)c(OC)c1 (stereo unspecified) in ssDAF12 agonist: -1.3

# Back to the main list; the 2 compounds before the break are reprinted first.
Compound,SMARCA2 activ,hcDAF12 agonist,PLCb3 inh,MBD2 DNA inh,PLC-gamma1 inh,NR1D1 modulator,ADAM17 inh,ssDAF12 agonist,DAX1 inh-1,DAX1 inh-2,hgDAF12 agonist
COc1ccc(CCNC(=O)CCC2COc3ccccc3O2)cc1OC (stereo unspecified),-0.7,-0.1,-4.3,3.6,-1.2,3.6,-7.0,0.1,-1.0,-0.2,-0.2
CC1CC(=O)N(CC(=O)NCc2ccccc2)c2ccccc2S1(=O)=O (stereo unspecified),-4.1,3.2,-0.5,1.0,6.8,2.7,3.8,-0.8,0.2,-0.2,-1.9
CC1=C(C#N)C(Nc2ccc(Cl)cn2)(C(F)(F)F)C(=O)N1 (stereo unspecified),-2.0,-0.9,-1.4,1.4,1.4,3.5,-2.9,-1.1,0.3,-1.5,2.1
CNc1nc2c(N)ncnc2n1[C@H]1O[C@@H](CO)[C@H](O)[C@@H]1O,-2.1,2.1,-0.5,1.4,-1.2,3.0,-6.0,0.0,-0.2,2.7,0.6
Cc1ccc(/C=N/n2c(C3CCCCC3)n[nH]c2=S)cc1,-0.8,-0.9,-2.3,-5.3,1.7,-0.3,-1.6,-1.6,-0.8,1.7,0.1
COc1ccc(OCC2c3cc(OC)c(OC)cc3CCN2C(=O)C(C)C)cc1 (stereo unspecified),-0.3,-2.1,-7.7,2.1,-3.3,3.0,-6.5,-2.0,-1.5,0.3,-4.6
CN(/N=C\c1ccc(O)c(O)c1)c1nc(-c2ccccc2)cc(-c2ccccc2)n1,1.8,4.5,-12.5,-3.3,-5.8,-1.0,-8.3,-0.8,-0.7,-0.1,-1.1
CCN1C(=O)NC(c2ccc(Cl)cc2)C2=C1CCCC2=O (stereo unspecified),-3.8,-1.4,-0.2,1.9,3.2,-4.6,0.8,-1.7,0.5,0.3,3.1
CC(NC1c2ccccc2-c2ccccc21)c1ccccc1 (stereo unspecified),-0.1,-0.9,-5.4,3.2,2.8,1.1,-0.5,-1.4,0.1,0.0,2.0
Cc1ccc(S(=O)(=O)N(C)CC(=O)OCC(=O)N2CC(=O)Nc3ccccc32)cc1,-0.8,-0.8,-5.0,-4.8,0.2,-6.1,-3.4,-1.1,0.3,-1.5,-0.6
CCCc1nc(-c2cc3ccc(C)cc3[nH]c2=O)no1,9.2*,-0.3,-41.9,-0.9,-25.0,-3.1,-85.8,-1.5,0.2,0.2,1.6
CC1(C)c2[nH]c3ccccc3c2C[C@@H]2C(=O)N(Cc3ccco3)C(=O)N21,2.6,-1.1,-16.7,2.5,-14.0,0.6,0.3,-1.3,-0.4,0.6,-1.7
C[C@H]1CN([C@@H](C)CO)C(=O)CCCn2nncc2CO[C@@H]1CN(C)Cc1ccc2cccnc2c1,0.7,0.2,4.8,-4.8,-0.5,1.1,-3.4,-0.8,-0.3,.,2.8
Cc1ccc(CS(=O)Cc2ccc(C(=O)N3CCN(c4ccccc4)CC3)o2)cc1 (stereo unspecified),-0.8,-3.1,-6.5,2.6,-4.0,-1.2,-5.1,-1.3,-1.2,0.4,-3.3
NNC(=O)c1ccc2[nH]c3c(c2c1)CCCC3,-1.7,-1.7,-14.3,-2.6,-10.8,1.9,-2.7,-1.3,-1.2,1.4,2.1
Cc1cccc(N2C(=O)CC(Sc3nc(C)c4c(n3)CCCC4)C2=O)c1 (stereo unspecified),0.0,-0.9,-0.4,13.6*,-3.1,-4.2,-2.1,-2.1,0.2,0.2,0.4
COC(=O)CSCC(=O)Nc1nnc(-c2cccc(C)c2)s1,-3.0,-4.0,-2.5,4.0,1.4,2.6,-6.4,-2.0,-1.0,-0.9,-5.1
COc1ccc(/C=C/C(=O)N2CCN(c3ccccn3)CC2)cc1,1.6,-0.3,-10.3,4.2,0.1,-2.1,-2.5,-0.7,-0.1,1.2,0.3
Nc1nc(N2CCOCC2)n[nH]1,5.4,-1.2,4.5,-2.1,2.6,-2.0,-0.3,-0.9,0.6,-0.2,2.5
O=C(c1cc(-c2ccc(O)cc2)on1)N1CCCc2ccccc21,0.6,1.0,-7.5,-0.2,-4.5,-6.2,0.6,-0.7,-0.2,0.0,3.3
COC(=O)Cc1ccc(OC(=O)CCS(=O)(=O)c2ccc(Cl)cc2)cc1,3.1,-0.8,-9.8,0.4,-3.7,5.3,0.1,-0.6,-0.2,-0.2,-1.6
COC(=O)c1cc(OC)c(OC)cc1NC(=S)N1CCN(C/C=C/c2ccccc2)CC1,-2.3,-2.1,-5.0,0.9,-1.8,-2.2,1.9,-1.4,-1.1,-1.9,-0.7
COc1cc(NC(=O)COn2nnc3ccc(S(C)(=O)=O)cc32)cc(OC)c1,-3.2,-1.3,-4.1,5.5,-1.2,-4.7,-4.7,-1.5,-0.9,2.6,0.0
O=C(NCN1CCc2ccccc2C1)c1cnccn1,-1.1,2.8,-1.9,-1.9,-2.1,-1.5,-6.1,-0.3,0.1,0.5,0.8
CCOc1ccc(C2NC(=O)NC(C)=C2C(=O)OC)cc1C (stereo unspecified),-1.0,-1.9,-3.9,-1.6,1.0,-4.1,6.5,-1.3,-0.8,-0.5,-2.0
Cc1ccc(NC(=O)c2cc3ccccc3o2)nc1,2.6,13.8*,-11.0,4.0,0.8,0.7,-3.9,1.5*,16.1*,0.8,18.9*
Cc1ccc(-n2c(SCC(=O)Nc3ccc4c(c3)OCCO4)nnc2-c2cccnc2)cc1,-3.5,-3.1,-0.2,1.7,-1.7,9.2,-2.8,-2.0,-0.9,.,1.1
Cc1cccc(-n2c(C)cc(C)c(C#N)c2=O)c1,0.6,-1.4,1.1,0.4,-0.9,0.2,-1.5,-1.0,-0.1,-0.7,4.0
CCC(=O)c1ccc(N2CCN(C(=O)c3ccc(F)cc3)CC2)c(F)c1,-4.8,-1.8,-5.8,-1.1,1.6,-3.4,0.7,-1.8,-0.7,-0.6,-0.5
CSc1ncc2c(=O)[nH]c(-c3ccccc3)nc2n1,-0.1,1.1,1.9,-6.8,-1.5,2.5,-2.0,-0.6,-0.1,0.9,-1.4
CC(C)(C)C1CCNC(=O)CC1 (stereo unspecified),-2.7,0.9,-0.9,4.8,0.8,3.9,-5.2,-0.8,-0.4,-0.2,0.9
Cc1ccc(-c2noc(=O)n2CC(=O)Nc2ccc(S(=O)(=O)NC3CC3)cc2)cc1,-1.1,-1.8,-1.3,0.9,-1.2,-5.0,-1.3,-1.6,-0.8,-0.3,-1.6
Cc1ccc(NC(=O)c2c(C(F)(F)F)nn(C)c2Cl)cc1C,2.1,-0.7,2.2,-0.2,0.2,-0.7,-1.6,-1.8,-0.1,0.9,-1.2
Cc1ccccc1-c1nnc(Cc2ccccc2)o1,1.6,0.7,-1.5,4.2,1.7,-0.8,1.0,-0.8,1.7,1.0,11.7*
COC(=O)[C@H](Cc1c[nH]c2ccccc12)NC(=O)NCc1ccc(OC)c(OC)c1,-2.5,-1.6,-1.9,-0.9,4.0,0.1,-2.3,-0.8,0.4,-0.5,-1.0
O=C(CN(C1CCCCC1)S(=O)(=O)c1ccc(F)cc1)NCCCO,0.3,1.4,2.5,1.9,0.5,-1.4,-2.5,-0.6,0.3,0.3,5.0
O=C(c1coc2ccc(O)cc12)C1CC1,1.8,-1.2,1.1,-10.4,0.5,2.6,-0.6,-0.6,0.1,0.0,2.1
COC(=O)c1sc(NC(=O)CSc2n[nH]c(N)n2)c(C(=O)OC)c1C,1.3,-1.1,-3.2,-0.2,-2.3,-3.5,1.9,-0.9,-1.5,2.3,2.7
CCn1cc(/C=N/NS(=O)(=O)c2ccc(C)cc2)c(C)n1,0.0,-1.9,-0.8,-2.4,-0.1,-1.8,-2.6,-1.6,0.5,-0.5,-0.2
CC1(C)CC(=O)C2=C(C1)N=C1SCCC(=O)N1C2c1ccc(C(F)(F)F)cc1 (stereo unspecified),1.5,-1.6,-59.2,-4.3,-41.0,0.7,-3.3,-1.7,-0.2,0.2,-0.7
